RNase H inhibition: RNase H inhibition, HIV 1 Gag Pol polyprotein, FRET biochemical assay, screening (AID 372); HIV-1 RT RNase H, FRET RNA/DNA substrate fluorescence; higher % means a stronger effect; 100,000 compounds, 0.77% hits; inhibition, % at 10 µM; hits with a dose series show IC50 in µM; in the data active = inhibition above about 50%
An asterisk follows results filed as active. Only part of the results is shown, so the mix of outcomes need not match the whole.

nr	SMILES	RNase H inhibition
1	Nc1c(C(=O)c2ccc(Br)cc2)sc2nc(C(F)(F)F)c(C(=O)c3cccs3)cc12	9%
2	O=[N+]([O-])c1ccc(Cl)c(C=Nc2ccc(Cl)cc2)c1	22%
3	CS(=O)(=O)N(CC(=O)N1CCN(Cc2ccccc2)CC1)c1ccc(Cl)cc1	5%
4	N#Cc1c(N)[nH]c(=S)c(C#N)c1-c1cccc(F)c1	8%
5	Cc1nc2nc[nH]n2c(=O)c1Cc1ccccc1	5%
6	Cc1cccc(C(=O)N=Nc2c(O)[nH]c3cc(Br)c(C)cc23)c1	45%
7	Cc1ccc(CNC(=O)C(=O)Nc2ccc(Cl)cc2)cc1	13%
8	CC(C)(C)c1ccc(C(=O)N2CCCCCC2)cc1	9%
9	CN(C)c1ccc(/C=N/NS(=O)(=O)c2ccccc2)cc1	6%
10	N#CC1=C(N)SC(N)=C(C#N)C1C1CC=CCC1 (stereo not drawn)	12%
11	CC(=O)C12CCCCC1CC1C3CC=C4CC(O)CCC4(C)C3CCC12C (stereo not drawn)	3%
12	O=C1Sc2ccccc2N/C1=C/c1ccccc1	8%
13	COc1cc(/C=C(/C#N)C(=O)Nc2cccc(C)c2)ccc1O	22%
14	O=C(/C=C(\Nc1ccccc1)c1ccccc1)c1cccc2ccccc12	9%
15	CCOc1ccc(N2C(=O)c3ccccc3NC2c2cccc([N+](=O)[O-])c2)cc1 (stereo not drawn)	1%
16	O=C(N/N=C/c1cn(Cc2ccccc2)c2ccccc12)C1COc2ccccc2O1 (stereo not drawn)	12%
17	CCC(Nc1ccc(Br)cc1)C(=O)N/N=C/c1cc(OC)c(OC)c(OC)c1 (stereo not drawn)	19%
18	CC1=C(C(=O)OC2CCCCC2)C(c2cccc(O)c2)C2=C(CCCC2=O)N1 (stereo not drawn)	3%
19	O=C(Cc1nnc(NC(=O)Nc2ccccc2)s1)Nc1ccccc1	5%
20	CN(C)c1ccc(C=C2C(=O)NC(=O)NC2=O)o1	11%
21	O=C(NNC(=O)c1cc(NC(=O)c2ccc([N+](=O)[O-])cc2)cc(C(=O)NNC(=O)c2ccccc2)c1)c1ccccc1	17%
22	O=C(N/C(=C/c1ccco1)C(=O)N1CCCCCC1)c1cccs1	21%
23	Cc1ccccc1C(=O)NN1C(=O)/C(=C\c2cccnc2)SC1=S	6%
24	COc1ccc(CNC(=O)CN(c2cc(C)cc(C)c2)S(C)(=O)=O)cc1	0%
25	Fc1cccc(-c2n[nH]c(=S)n2-c2ccccc2)c1	5%

Overlap with the part before: two compounds; new compounds follow.
nr	SMILES	RNase H inhibition
24	COc1ccc(CNC(=O)CN(c2cc(C)cc(C)c2)S(C)(=O)=O)cc1	0%
25	Fc1cccc(-c2n[nH]c(=S)n2-c2ccccc2)c1	5%
26	CCOc1ccc(C(=O)NCc2ccco2)cc1Br	5%
27	COc1ccc(N(CC(=O)NCC(C)C)S(=O)(=O)c2ccccc2)cc1OC	5%
28	COc1ccc(C2C(C(C)=O)=C(O)C(=O)N2c2ccc(C)cc2)cc1 (stereo not drawn)	5%
29	CC1=C(C(=O)OC2CCCCC2)C(c2cccc(Cl)c2Cl)C2=C(CCCC2=O)N1 (stereo not drawn)	0%
30	C=CCSc1nc(O)c(C(C)CC)c(=O)[nH]1 (stereo not drawn)	30%
31	CCOC(=O)c1cnc2cc(-c3ccc(C)cc3)[nH]n2c1=O	0%
32	Cc1ccc(/C=C(\NC(=O)c2ccc(C)cc2)C(=O)NC(C)C)cc1	0%
33	COc1ccc(C(=O)N2N=C(C(F)(F)F)CC2(O)c2ccccc2)cc1 (stereo not drawn)	8%
34	CC1=NN(c2ccc(Cl)c(C(=O)O)c2)C(=O)/C1=C/c1cccc(F)c1	10%
35	O=C(N/N=C/c1cccc(Oc2ccccc2)c1)c1cccc(N2CCCC2=O)c1	11%
36	C=CCN1C(=O)/C(=C\c2cc(Br)cc(OCC)c2O)SC1=S	15%
37	COCCOC(=O)C1=C(C)NC2=C(C(=O)CC(c3ccc(OC)cc3)C2)C1c1cccc([N+](=O)[O-])c1 (stereo not drawn)	27%
38	COc1cc(C)c(Nc2ccccc2)c(C)c1	0%
39	CC1=C(C(=O)OCC(C)C)C(c2ccc(Cl)cc2)NC(=O)N1C (stereo not drawn)	5%
40	O=c1c2c3c(sc2[nH]c(=S)n1Cc1ccccc1)CCC3	5%
41	Cc1ccccc1-c1nc2ccc(-c3ccc4nc(-c5ccccc5C)oc(=O)c4c3)cc2c(=O)o1	0%
42	Cc1ccccc1C(=O)NNC(=O)c1cccc(Br)c1	0%
43	CC(=O)n1c(SCC(=O)Nc2ccccc2)nc2ccccc21	34%
44	COc1ccc(-c2n[nH]c(=S)n2C2CCCCC2)cc1OC	0%
45	Cc1ccc(C(=O)N2CCC(C(N)=O)CC2)cc1[N+](=O)[O-]	7%
46	CCCCOc1cccc(C(=O)NC(=S)Nc2cc(Cl)c(Cl)cc2Cl)c1	19%
47	O=C(CN1CCOCC1)NN=C1CCCCC1	3%
48	O=C(O)c1ccccc1/C=C1/SC(=S)N(c2ccc(F)cc2)C1=O	20%
49	CCOc1ccc(/C=C2/C(=O)NC(=O)N(c3cccc(C)c3)C2=O)c(OCC)c1	2%
50	COc1cccc(/C=N/Nc2cc(N3CCOCC3)ncn2)c1O	0%

nr	SMILES	RNase H inhibition
51	Clc1ccc(OCc2nc(-c3ccc(Br)cc3)no2)cc1	0%
52	CC(=O)/C=C1/SCC(=O)N1c1ccccc1	5%
53	O=C(CCCN1C(=O)/C(=C/c2ccccc2)SC1=S)Nc1ccccc1C(=O)O	5%
54	CCN1CCc2c(sc(NC(=O)Nc3ccc(Cl)c(Cl)c3)c2C(N)=O)C1	22%
55	Cc1ccc(Cl)c(OCCCCNC(C)(C)C)c1	0%
56	Cc1cc(/C=C2\SC(=O)N(C)C2=O)c(C)n1-c1ccc2c(c1)OCO2	29%
57	O=C(Nc1cccc(-c2nc3ccccc3o2)c1)c1cccc([N+](=O)[O-])c1	23%
58	COc1ccc([N+](=O)[O-])cc1-c1ccc(/C=N/N=C2\NC(=O)CS2)o1	2%
59	O=C(N/N=C/c1cccc(Cl)c1Cl)c1ccc(O)cc1O	0%
60	OC12CCCCC1C1(O)CCCCC1C1(CCCCC1)O2 (stereo not drawn)	26%
61	CCC(=O)Nc1nc(C)c(-c2csc(Nc3cccc(C(C)=O)c3)n2)s1	16%
62	CCN(CC)c1ccc(/C=C2\C(=O)NC(=S)N(c3cccc(Br)c3)C2=O)o1	20%
63	COc1ccccc1-c1nc(-c2cccc([N+](=O)[O-])c2)no1	10%
64	CCOC(=O)c1cc(CC)sc1NC(=O)c1cc(NS(=O)(=O)c2ccc(Cl)cc2)ccc1Br	16%
65	O=C(O)CCC(=O)Nc1cccc(-c2nc3ccccc3[nH]2)c1	0%
66	CCOc1cc(C=O)cc(Br)c1OC	4%
67	O=C(NCc1ccco1)N1CCOCC1	11%
68	COc1ccc(S(=O)(=O)N2CCN(Cc3cccs3)CC2)cc1	3%
69	CC1=NN(c2ccc3ccccc3c2)C(=O)/C1=C\c1cc2c(cc1Cl)OCO2	16%
70	COc1ccccc1C/C(N)=N/OC(=O)COc1ccc(C(C)(C)C)cc1	12%
71	CC(C)(C)c1cc(-c2cccc3c2C(=O)c2ccccc2C3=O)cc(C(C)(C)C)c1O	21%
72	O=C(c1sc2cc(F)ccc2c1Cl)N1CCCCC1	24%
73	CC(=O)c1ccc(NC(=O)c2ccc(-c3cccc(Cl)c3C)o2)cc1	10%
74	CC1(C)CC(=O)C(N=Nc2cc(C(F)(F)F)ccc2Cl)=C(O)C1	0%
75	CC1=NN(c2ccc(C)c(C)c2)C(=O)/C1=C/c1ccc(N2CCOCC2)cc1	6%

nr	SMILES	RNase H inhibition
76	O=C(NCCN1CCOCC1)Nc1ccc(Cl)c(Cl)c1	2%
77	Cc1cccc(C)c1OCC(=O)NN=Cc1ccc([N+](=O)[O-])cc1	1%
78	COc1ccc(C2=C/C(=C/c3ccco3)C(=O)O2)cc1	19%
79	O=C1NC(=O)N(Cc2ccoc2)C(=O)/C1=C/c1cnn(-c2ccccc2)c1	27%
80	O=C1c2ccccc2-c2onc3ccc(Sc4ccccc4)c1c23	9%
81	Clc1ccc(-c2nnc(SCc3ccccc3)o2)c(Cl)c1	4%
82	COc1ccc(/C=C(\NC(=O)c2ccc(OC)cc2)C(=O)NCc2ccco2)cc1	13%
83	CN(C)CCCNC(=O)c1ccc(F)cc1	6%
84	COc1ccc(C2Nc3ccccc3C(=O)N2c2ccc(C)cc2)cc1Cn1nnc2ccccc21 (stereo not drawn)	10%
85	Cc1cn([C@H]2C[C@@H](O)[C@@H](CO)O2)c(=O)n(C)c1=O	5%
86	COc1ccc(C(=O)Nc2ccc(Cl)cn2)cc1Br	7%
87	COc1ccc(Br)cc1CN1CCCC(C)C1 (stereo not drawn)	9%
88	COc1cc(OC)cc(C(=O)Nc2cccc(NC(C)=O)c2)c1	13%
89	c1ccc(Nc2nc(-c3ccncc3)cs2)nc1	0%
90	CCOC(=O)C1=C(C)NC2=C(C(=O)CC(c3ccc(OC)cc3)C2)C1c1ccc(O)cc1 (stereo not drawn)	11%
91	CCOc1ccc(C(=O)Nc2cc(C(F)(F)F)cc(C(F)(F)F)c2)cc1	0%
92	Cc1ccc2oc(-c3cc(NC(=S)NC(=O)c4ccccc4)ccc3O)nc2c1	11%
93	Cc1ccc2nc(/C(C#N)=C/c3cc(Br)ccc3OCc3ccccc3)[nH]c2c1	34%
94	Cc1[nH]n(-c2ccc([N+](=O)[O-])cc2)c(=O)c1C=NCCCc1ccccc1	5%
95	CC(=O)N(Cc1ccc2c(c1)OCO2)C1CC(=O)N(c2ccc(Br)cc2)C1=O (stereo not drawn)	4%
96	CC(C)CC(NC(=O)c1ccccc1)C(=O)OCC(=O)Nc1cccc2ccccc12 (stereo not drawn)	18%
97	COc1cccc(NC(=O)C2CN(S(=O)(=O)c3ccccc3)CCN2S(=O)(=O)c2ccccc2)c1 (stereo not drawn)	16%
98	Nc1ccc(S(=O)(=O)Nc2nccc(/C=C\c3ccccc3Cl)n2)cc1	5%
99	Cc1ccccc1-n1c(SCC(=O)Nc2ccc3c4c(cccc24)CC3)nc(O)cc1=O	0%
100	COc1ccc(C2CC(=O)C3=C(C2)NC(C)=C(C(=O)OC(C)C)C3c2cccc(Cl)c2)cc1 (stereo not drawn)	17%

Part of the list above, as labelled records:
#82 COc1ccc(/C=C(\NC(=O)c2ccc(OC)cc2)C(=O)NCc2ccco2)cc1
  RNase H inhibition = 13%
#83 CN(C)CCCNC(=O)c1ccc(F)cc1
  RNase H inhibition = 6%
#84 COc1ccc(C2Nc3ccccc3C(=O)N2c2ccc(C)cc2)cc1Cn1nnc2ccccc21 (stereo not drawn)
  RNase H inhibition = 10%
#85 Cc1cn([C@H]2C[C@@H](O)[C@@H](CO)O2)c(=O)n(C)c1=O
  RNase H inhibition = 5%

Taken from above:
RNase H inhibition, Cc1[nH]n(-c2ccc([N+](=O)[O-])cc2)c(=O)c1C=NCCCc1ccccc1 = 5%
RNase H inhibition, COc1ccc(C2=C/C(=C/c3ccco3)C(=O)O2)cc1 = 19%

Next structures follow.
nr	SMILES	RNase H inhibition
101	Cc1cc(C(=O)Nc2cccc(NC(=O)c3cccc(Cl)c3)c2)ccc1[N+](=O)[O-]	8%
102	CCOC(=O)c1ccccc1NC(=O)CN(c1ccc(OC)cc1OC)S(C)(=O)=O	2%
103	COc1ccc2occ(C(=O)c3ccc(N)cc3)c2c1	11%
104	O=C(CCCNc1ccccc1)N/N=C/c1cccnc1	2%
105	COc1ccc(C(=O)N2CCN(C3CCCC3)CC2)cc1	4%
106	O=C(NC1CCSC1=O)c1ccccc1Br (stereo not drawn)	0%
107	O=C(NCCCn1ccnc1)c1ccc(Br)o1	6%
108	COc1ccc(C(=O)n2c(C)nc3ccccc32)cc1[N+](=O)[O-]	1%
109	Cc1nn(CC(O)Cn2c3ccc(Cl)cc3c3cc(Cl)ccc32)c(C)c1Br (stereo not drawn)	18%
110	COc1ccc(/C=C(/NC(=O)c2ccc(C(C)(C)C)cc2)C(=O)N2CCCC2)cc1OC	12%
111	CCCCCCCNc1nc(OC)nc(N2CCCCC2)n1	13%
112	COc1ccc(N=Cc2ccccc2C)cc1	0%
113	CCOc1cc(C=C2C(=O)N(C)C(=O)N(C)C2=O)ccc1O	12%
114	COc1ccccc1N1C(=O)C2C(C1=O)C1C=CC2C12CC2 (stereo not drawn)	8%
115	COc1ccc(C(=O)/C=C/Nc2ccccn2)cc1	2%
116	COC(=O)c1ccc(Oc2nc3c(c(=O)n(C)c(=O)n3C)n2Cc2ccc(F)cc2Cl)cc1	14%
117	COc1ccccc1C(=O)Nc1cccc(C(F)(F)F)c1	0%
118	Cc1c(Br)c(C(F)(F)F)nn1CC(=O)Nc1cc(Oc2ccc(F)cc2)cc(Oc2cccnc2)c1	14%
119	O=C1S/C(=C/c2ccc(F)cc2)C(=O)N1CN1CCCCC1	6%
120	O=C(NC(Nc1ccccc1Cl)C(Cl)(Cl)Cl)c1ccc([N+](=O)[O-])cc1 (stereo not drawn)	19%
121	Fc1ccccc1OCCCCCN1CCOCC1	6%
122	CCOC(=O)c1cccc(NC(=O)c2ccco2)c1	4%
123	COC(=O)c1ccc(CSc2nc(C)cc(C)n2)cc1	0%
124	Cc1ccc(/C=N/NC(=O)C(=O)Nc2ccc(C)cc2)cc1	5%
125	CC(=O)C1=C(C)NC(SCC(=O)c2ccc(C)cc2)=C(C#N)C1c1ccc(Br)cc1 (stereo not drawn)	18%

nr	SMILES	RNase H inhibition
126	COc1ccc(CN2C(=O)NC(=O)/C(=C\c3cnn(-c4ccccc4)c3)C2=O)cc1	15%
127	CCc1ccccc1N(CC(=O)N1CCCC1)S(C)(=O)=O	2%
128	CC(C)c1ccccc1NC(=O)COc1ccc2ccccc2c1	7%
129	Cc1occc1C(=O)Nc1sc2c(c1C#N)CCC(C)C2 (stereo not drawn)	8%
130	CCOC(=O)C1=C(O)/C(=C/c2ccc(N(CC)CC)cc2)SC1=Nc1ccccc1	23%
131	COc1ccc(C(=O)NC(=S)Nc2ccc(NC(=O)c3cccs3)cc2)cc1	9%
132	Clc1ccc(N2COc3ccc4ccccc4c3C2)cc1	0%
133	CC(C)(C)c1cc(C(=O)N/N=C/c2cccs2)n[nH]1	0%
134	N=C1/C(=C/c2cn(Cc3ccccc3)c3ccccc23)C(=O)N=C2SC(c3ccccc3)=NN12	0%
